High-throughput results (PubChem)
AmpC detergent – blocks E. coli AmpC beta-lactamase in detergent assay; AmpC hydrolysis of nitrocefin, absorbance 480 nm, 0.01% Triton; P00811; actives 0.041% (n = 370,000); Potency, µM (top dose mostly 114 µM), for the others: top-dose activity change, negative = inhibition, most hits filed as inhibitors;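 also: potency is read from the fitted curve at half-maximal effect; 0% = no-compound wells and -100% = no-enzyme wells; nearly all actives have a fitted effect of over 25% in size; some results filed as inactive show a strong effect at the top dose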
Target sequence (P00811 whole entry, looked up): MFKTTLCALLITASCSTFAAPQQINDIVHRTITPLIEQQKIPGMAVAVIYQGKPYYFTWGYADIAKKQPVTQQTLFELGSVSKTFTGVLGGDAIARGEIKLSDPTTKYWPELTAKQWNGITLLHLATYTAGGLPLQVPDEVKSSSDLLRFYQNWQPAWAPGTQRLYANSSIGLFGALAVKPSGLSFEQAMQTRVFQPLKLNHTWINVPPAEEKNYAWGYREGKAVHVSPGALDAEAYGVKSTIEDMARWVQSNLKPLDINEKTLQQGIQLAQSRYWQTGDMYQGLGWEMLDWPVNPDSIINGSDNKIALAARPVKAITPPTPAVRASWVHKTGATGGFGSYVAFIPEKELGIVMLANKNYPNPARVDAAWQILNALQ
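20 mM phosphate pH 7.0 + 0.01% (detergent screen) or 0.0001% Triton X-100; 5.3 nM AmpC reagent; cpd preinc 15 min RT; nitrocefin (800 uM stock) to start; A480 q20 s × 4 min; Activity was normalised to no-enzyme and no-compound control wells.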
Giardia FBPA inh – Giardia lamblia aldolase inhibition; A8B2U2; purified Giardia FBPA; Potency, µM (top dose mostly 59.6 µM), for inactives: top-dose activity, negative = inhibition, actives largely listed as inhibitors; actives 0.71% (n = 290,000); also: potency is read from the fitted curve at half-maximal effect; nearly all actives have a fitted effect of over 55% in size
Target sequence (A8B2U2 whole entry, looked up): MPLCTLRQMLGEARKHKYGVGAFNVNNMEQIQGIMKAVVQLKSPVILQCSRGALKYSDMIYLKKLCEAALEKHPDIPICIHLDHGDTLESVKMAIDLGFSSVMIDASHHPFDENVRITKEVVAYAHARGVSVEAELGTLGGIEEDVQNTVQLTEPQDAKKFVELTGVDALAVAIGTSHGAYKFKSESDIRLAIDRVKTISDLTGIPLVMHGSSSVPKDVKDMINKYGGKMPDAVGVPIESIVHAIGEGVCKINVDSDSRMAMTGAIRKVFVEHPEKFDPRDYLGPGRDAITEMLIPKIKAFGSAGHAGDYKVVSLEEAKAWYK
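Giardia FBPA (40 nM reagent) was preincubated 10 min at RT with compound (up to 57.5 uM final), then substrate plus GAPDH/TPI/NAD/arsenate coupling system with diaphorase/resazurin was added; resorufin fluorescence (525/598 nm) was read after 20 min.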
HCMV antiviral – human cytomegalovirus inhibition; actives 4.5% (n = 410,000); activity change, negative = inhibition, % at 57.5 µM; HFF cells, HCMV-luciferase reporter, 72 h; active compounds read low; in the data active = activity change below about -60%; inconclusive = no clear call, values can overlap the other calls; inactive = above about -39%
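Two-dose cell screen: HFF monolayers treated with compounds and infected with luciferase-expressing HCMV at 1 PFU/cell, 72 h at 37C, then lysed for luciferase measurement.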
Sm TGR inh – S. mansoni TGR enzyme inhibition | Q962Y6 | purified TGR, DTNB reduction, TNB absorbance 405 nm | Potency, µM (doses to about 114 µM), for the others: top-dose activity change, negative = inhibition, hits mostly inhibitors | actives 3% (n = 360,000); also: potency is read from the fitted curve at half-maximal effect; nearly all actives have a fitted effect of over 60% in size
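TGR 20 nM + NADPH 100 uM (dispensed conc.), cpd preinc 15 min RT; start with NADPH (500 uM addition) then DTNB (15 mM addition). Kinetic TNB absorbance, 405 nm filter. Four-parameter Hill fit across titration.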
AmpC no deterg – inhibitors of E. coli AmpC beta-lactamase without detergent; P00811; AmpC nitrocefin hydrolysis, absorbance 480 nm, 0.0001% Triton; Potency, µM (top dose mostly 57.1 µM), for inactives: at the top dose activity change, negative = inhibition, hits mostly inhibitors; actives 0.52% (n = 330,000); AID 485341;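 also: potency is read from the fitted curve at half-maximal effect; plate controls were no compound for no effect and no enzyme for full effect; nearly all actives have a fitted effect of over 20% in size; some results filed as inactive show a strong effect at the top dose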
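20 mM phosphate pH 7.0 + 0.01% (detergent screen) or 0.0001% Triton X-100; 5.3 nM AmpC reagent; cpd preinc 15 min RT; nitrocefin (800 uM stock) to start; A480 q20 s × 4 min; Activity was normalised to no-enzyme and no-compound control wells.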
AMA1 RON2 block – inhibitors of Plasmodium falciparum AMA1-RON2 interaction; Potency, µM (titrated, usually from 58.2 µM), inactives show top-dose activity change, negative = inhibition, hits mostly inhibitors; actives 0.2% (n = 360,000); AID 720542; AlphaScreen AMA1-biotinylated RON2 peptide binding;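 also: potency is read from the fitted curve at half-maximal effect; 0% = vehicle wells and -100% = peptide control; nearly all actives have a fitted effect of over 45% in size; some results filed as inactive show a strong effect at the top dose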
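AMA1 (3D7) with his tag at 25 nM final met compounds first, then biotinylated RON2 peptide at 25 nM; detection used donor plus acceptor beads, 10 µg/mL apiece, read by AlphaScreen after 30 min at room temperature.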
An asterisk follows results filed as active; ? = inconclusive; . = no result given; & = joins results of further samples; [ ] = remark or other dose. Unless noted, calls follow the shape of the dose curve; as a rule, active = well fitted curve in the direction sought with a large enough effect; inconclusive = small, poorly fitted or top-dose-only effect, or another doubt; inactive = no such curve, though single readings can be large; an effect the other way counts as inactive or inconclusive. Unless noted, % is scaled to controls: 0 for no effect and ±100 for the full control effect.

Order of results: AmpC detergent | Giardia FBPA inh | HCMV antiviral | Sm TGR inh | AmpC no deterg | AMA1 RON2 block
> CCc1ccc(Nc2nc(N3CCOCC3)nc(N3CCOCC3)n2)cc1
    -7% | . | ? | 5% | 12% | -6%
> O=C1C2=C(C(c3ccccc3)=NCCN2)C(c2cccc([N+](=O)[O-])c2)N1c1ccccc1 (stereo not drawn)
    -10% | -5% | ? | -1% | 68%[activator] | 32%[activator]
> NNC(=O)c1[nH]c2ccc([N+](=O)[O-])cc2c1-c1ccccc1
    -7% | 13% | -89* | 0% | -49% | 60%[activator]
> O=C(O)CCNC1C=CS(=O)(=O)C1 (stereo not drawn)
    -2% | ? | 19 | 2% | -32% | 119%[activator]
> CCc1ccc(N(CC(=O)NC2CC2)S(=O)(=O)c2ccc(C)cc2)cc1
    4% | . | 11 | 40µM* | 48% | 3%
> CC1CC(C)CN(S(=O)(=O)c2ccc(NC(=O)CCN3C(=O)C4CC=CCC4C3=O)cc2)C1 (stereo not drawn)
    3% | . | 48 | -4% | 30% | -9%
> O=c1[nH]c2ccccc2[n+]([O-])c1-c1ccccc1
    -11% | 4% | 17 | 2% | -17% | 1%
> Cc1ccc(C(=O)Nc2c(C)nc3ccccn3c2=O)cc1
    6% | . | 36 | 8% | . | .
> O=C(O)CCN1C(=O)S/C(=C\c2cccnc2)C1=O
    3% | 18% | -28 | 34% | -16% | 0%
> COc1cc2cnc(-c3ccccc3)c(-c3ccc(C#N)cc3)c2cc1OC
    2% | . | -12 | -25% | -4% | -3%
> O=C(c1ccc(Cl)c(S(=O)(=O)N2CCCC2)c1)N1CCOCC1
    -2% | 1% | 7 | -6% | -3% | 17%
> COc1ccc(CNc2ccc(S(N)(=O)=O)cc2)cc1
    -4% | 8% | -35 | 2% | -18% | 25%
> OCCN1CCN(c2nc(-c3ccccc3)c3cc(Cl)ccc3n2)CC1
    -1% | 2% | ? | -2% | 228%[activator] | -7%
> CCOC(=O)c1ccccc1NC(=O)N1CCc2c(sc(C)c2CC)C1c1ccccc1 (stereo not drawn)
    8% | . | -7 | 7% | . | .
> COc1ccccc1NC(=O)CSc1ccc(-c2sc(C)nc2C)nn1
    5% | . | 43 | 3% | . | .

Two entries from above, set out differently.
SMILES: O=C(c1ccc(Cl)c(S(=O)(=O)N2CCCC2)c1)N1CCOCC1
  AmpC detergent: -2%	Giardia FBPA inh: 1%	HCMV antiviral: 7	Sm TGR inh: -6%	AmpC no deterg: -3%	AMA1 RON2 block: 17%

SMILES: COc1ccc(CNc2ccc(S(N)(=O)=O)cc2)cc1
  AmpC detergent: -4%	Giardia FBPA inh: 8%	HCMV antiviral: -35	Sm TGR inh: 2%	AmpC no deterg: -18%	AMA1 RON2 block: 25%

An excerpt from above in order of formula weight, descending:
Order of results: AmpC detergent | Giardia FBPA inh | HCMV antiviral | Sm TGR inh | AmpC no deterg | AMA1 RON2 block
> CC1CC(C)CN(S(=O)(=O)c2ccc(NC(=O)CCN3C(=O)C4CC=CCC4C3=O)cc2)C1 (stereo not drawn)
    3% | . | 48 | -4% | 30% | -9%
> O=C1C2=C(C(c3ccccc3)=NCCN2)C(c2cccc([N+](=O)[O-])c2)N1c1ccccc1 (stereo not drawn)
    -10% | -5% | ? | -1% | 68%[activator] | 32%[activator]
> COc1ccccc1NC(=O)CSc1ccc(-c2sc(C)nc2C)nn1
    5% | . | 43 | 3% | . | .
> CCc1ccc(N(CC(=O)NC2CC2)S(=O)(=O)c2ccc(C)cc2)cc1
    4% | . | 11 | 40µM* | 48% | 3%
> CCc1ccc(Nc2nc(N3CCOCC3)nc(N3CCOCC3)n2)cc1
    -7% | . | ? | 5% | 12% | -6%
> OCCN1CCN(c2nc(-c3ccccc3)c3cc(Cl)ccc3n2)CC1
    -1% | 2% | ? | -2% | 228%[activator] | -7%
> COc1cc2cnc(-c3ccccc3)c(-c3ccc(C#N)cc3)c2cc1OC
    2% | . | -12 | -25% | -4% | -3%
> NNC(=O)c1[nH]c2ccc([N+](=O)[O-])cc2c1-c1ccccc1
    -7% | 13% | -89* | 0% | -49% | 60%[activator]
> Cc1ccc(C(=O)Nc2c(C)nc3ccccn3c2=O)cc1
    6% | . | 36 | 8% | . | .
> COc1ccc(CNc2ccc(S(N)(=O)=O)cc2)cc1
    -4% | 8% | -35 | 2% | -18% | 25%
> O=C(O)CCN1C(=O)S/C(=C\c2cccnc2)C1=O
    3% | 18% | -28 | 34% | -16% | 0%
> O=c1[nH]c2ccccc2[n+]([O-])c1-c1ccccc1
    -11% | 4% | 17 | 2% | -17% | 1%
> O=C(O)CCNC1C=CS(=O)(=O)C1 (stereo not drawn)
    -2% | ? | 19 | 2% | -32% | 119%[activator]

Remaining list, next part:
Order of results: AmpC detergent | Giardia FBPA inh | HCMV antiviral | Sm TGR inh | AmpC no deterg | AMA1 RON2 block
> Cc1ccc(NC(=O)c2ccc3c(c2)N(CC(=O)N2CCCCC2)C(=O)C(C)(C)O3)cc1
    0% | -7% | -20 | -3% | 114%[activator] | 16%
> Fc1ccc(NC(=S)Nc2cc(Cl)ccc2Cl)cc1
    2% | -12% | -33 | . | -19% | 8%
> CCCNC(=O)c1ccc(N2CCC3(CC2)CC(c2cccc(Br)c2)=NO3)c(NC(=O)c2ccc(Cl)c([N+](=O)[O-])c2)c1
    -1% | . | 45 | -3% | -18% | -10%
> O=C(COC(=O)CSc1ccc([N+](=O)[O-])cc1)NCCCc1ccccc1
    -5% | . | 2 | -11% | -47% | 0%
> CNC(=S)NNC(=O)c1ccccc1Cl
    -8% | -23% | 7 | 1% | -16% | 97%[activator]
> COc1ccccc1C(=O)NNC(=O)c1ccc(Br)cc1
    -16% | -14% | 22 | -20% | -21% | 53%[activator]
> CS(=O)(=O)N(CC(=O)Nc1ccc(S(=O)(=O)N2CCOCC2)cc1)c1ccccc1Br
    2% | 3% | -5 | . | 17% | 8%
> O=C(Nc1ccc2oc(-c3ccccc3F)nc2c1)c1ccco1
    -8% | -12% | 14 | ? | -11%[11.4 µM] | -3%
> COc1ccc(-n2ccn(CC(=O)NCCc3ccccc3)c(=O)c2=O)cc1OC
    19% | . | 1 | 22% | . | .
> Clc1nc(Oc2ccccc2)nc(-c2cn(-c3ccccc3)c3ccccc23)n1
    -7% | -24% | 9 | 3% | -18% | -15%
> C=CCSc1nc2ccccc2n1C(=O)/C=C/c1ccc(OC)c(OC)c1
    -12% | -8% | -103* | -11% | -12% | 0%
> Cc1ccc(-c2ccc(CCC(=O)O)n2Cc2ccco2)cc1
    -1% | 14% | -4 | 35µM* | -49% | -13%
> COc1cc(CN(C(=O)c2cccc(C)c2)c2ccccn2)cc(OC)c1OC
    18% | . | -10 | -1% | . | .
> O=C(CCN1CCOCC1)Nc1cccc(Br)c1
    5% | -22% | 33 | -13% | -18% | 6%
> COc1ccc(C)cc1NC(=O)Cn1nc(N2CCN(c3ccccc3OC)CC2)ccc1=O
    2% | . | 16 | 1% | . | .
> COc1ccc(CNC(=O)c2cc(-c3ccccc3O)n[nH]2)cc1
    1% | 1% | 57 | 2% | -22% | 21%
> OCCO
    . | . | 15 | . | -13% | 3%
> Cc1ccc(C2c3sc(=O)[nH]c3SC3C4CC(C5C(=O)N(C(C)C(=O)O)C(=O)C45)C23)cc1 (stereo not drawn)
    -1% | 2% | -3 | 1% | -15% | 21%
> COc1ccc(NC(=O)CNS(=O)(=O)c2cccs2)c(OC)c1
    -6%&-4% | -5% | 8&-8 | 1%&-4% | -11% | 0%
> Cc1cccc(CN2C(=O)c3ccccc3Sc3ccc(C(=O)O)cc32)c1
    5% | 12% | -7 | 0% | -23% | -6%
> COc1cc(/C=C(\C#N)C(=O)Nc2cccc(C(=O)O)c2)ccc1OCc1ccc(Cl)cc1
    2% | -3% | 38 | -6% | -29% | 0%
> O=S(=O)(/N=C(\c1ccccc1)N1CCOCC1)c1cccs1
    ? | 3% | 63 | 0% | -12% | 1%
> COc1cc2c(cc1OC)C[N+](C)(C)CC2
    4% | 5% | 12 | -2% | -46% | 13%
> COc1cc(OC)cc(C(=O)NNC(=O)CNC(=O)c2ccc(Br)o2)c1
    0% | . | -30 | -5% | -17% | 52%[activator]
> COc1cccc(CN(C)C(=O)c2cccnc2SC)c1OC
    -1% | 1% | -23 | 14% | -8% | -1%
> COc1cc(NC(=S)Nc2ccccn2)cc(OC)c1
    -14% | -15% | 69 | -26% | -52% | 33%[activator]
> CN(C)/C=C/C(=O)c1ccc(Br)cc1
    -5% | -2% | ? | . | -30% | 17%
> CN(C)S(=O)(=O)c1ccc(NC(=O)CN2CCc3ccccc32)cc1
    -3% | -2% | 22 | -27% | -48% | -1%
> CCCC(=O)NC(=S)Nc1cccc(NC(=O)c2ccccc2Cl)c1
    -15% | -1% | -16 | ? | -41% | 16%
> COc1cc(/C=C2\SC(=O)N(CCNC(=O)c3cnc(C)cn3)C2=O)cc(OC)c1OC
    -2% | -1% | 86 | 4% | -5% | -16%
> CCCn1nnnc1SCC(=O)N1CCCc2ccccc21
    -1% | -4% | 18 | -18% | -13% | -10%
> CCN(Cc1ccccc1)C1CCN(Cc2ccc(SC)cc2)CC1
    -6% | ? | ? | 2% | -1% | ?
> CCOC(=O)c1cccc(NC(=O)CN2C(=O)c3ccccc3Sc3ncccc32)c1
    12% | . | -4 | 5% | . | .
> O=C(COC(=O)Cc1ccc(S(=O)(=O)N2CCOCC2)s1)Nc1ccc2c(c1)OCO2
    -6% | -3% | -10 | -7% | -1% | -4%
> Cc1csc(NC(=O)/C=C/c2ccc3c(c2)OCO3)n1
    -3% | -1% | 9 | 3% | -25% | 14%
> CCN(CC)c1ccc(C(=O)OCC(=O)Nc2sccc2C#N)cc1
    1% | 4% | 13 | -7% | -36% | 10%
> C=CCOC(=O)C1=C[C@@H](c2ccc3c(c2)OCO3)C[C@@H](OCc2ccc(CO)cc2)O1
    9% | -15% | 18 | 40µM* | -19% | -11%
> S=C(NCc1ccco1)N1CCN(c2ccc(Cl)cc2)CC1
    2% | 2% | ? | . | -29% | 6%
> O=C(Nc1ccc(Cl)cc1)OCCn1nnnc1C(c1ccccc1)N1CCOCC1 (stereo not drawn)
    -9% | -7% | 6 | -8% | 78%[activator] | 0%
> Cc1cccc(NC(=S)/N=C(\N)Nc2nc(C)c3ccc(C)cc3n2)c1
    1% | 10% | -33 | 5% | -26% | 83%[activator]
> O=C(Nc1cc(-c2ccccc2)[nH]n1)c1ccccc1
    5% | -4% | -14 | 0% | -43% | -13%
